HSF-1 act – HSF-1 activators, primary screen, NIH3T3-HGL cells, MG132 stress, luminescence, single point; 300,000 tested, 1.7% active; activation, % at 9 µM; NIH3T3-HGL HSF-1 luciferase reporter, 8 h; 100% = twice DMSO control signal;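 active = mean replicate activation of at least 50% with a set share of replicates each reaching 50%; inconclusive = only one of those two conditions met; inactive = mean below 50% and too few replicates reaching it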;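 note: 0% = median of the neutral control wells and 100% = twice that signal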
SKKanGAS inh – S. pyogenes SKKanGAS growth inhibitors in kanamycin, primary screen, streptokinase expression inhibitor project, SKKanGAS strain, BacTiter-Glo luminescence | 6 h | inhibition, % at 7.5 µM | 300,000 tested, 1.3% active;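 active = mean replicate score, as percent of positive control median, at least 50; inconclusive = mean below 50 but one replicate at or above 50; inactive = mean and every replicate below 50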;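 note: strain carries kanamycin resistance gene driven by streptokinase promoter and grows in 40 µg/ml kanamycin; loss of luminescence reflects streptokinase promoter inhibition or plain growth inhibition; 0% = median of DMSO wells and 100% = positive control at its reference dose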
HSF1 inh – HSF1 inhibitors in luciferase reporter cells, primary screen, cell-based, NIH3T3, luminescence | NIH3T3-HGL HSE-luciferase, MG132-induced, luminescence 8 h; active compounds read low | activity change, negative = inhibition, % at 7.5 µM (by protocol) | 300,000 tested, 0.77% active | AID 2098, 2009;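 active = more than half of replicate wells show activity change below -50%, luminescence cut by over half; inconclusive = some wells, but at most half, below -50%; inactive = no replicate well below -50%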;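 note: luciferase reports HSF-1 transcriptional activity via heat shock element; 0% = median of DMSO wells and -100% = zero luminescence signal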
HSP90 refold inh – HSP90 inhibitors, primary screen, cell lysate, luminescence. Rabbit reticulocyte lysate, luciferase refolding luminescence, 3 h. inhibition, % at 5.6 µM. Heat shock protein HSP 90 (rabbit reticulocyte lysate; luciferase refolding). AID 1789, 2009. 290,000 tested, 0.91% active;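 active = inhibition above the screen-wide mean plus 3 SD, computed separately per campaign, cut at about 16% in these data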;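 note: 0% = DMSO wells and 100% = 60 µM geldanamycin wells; inhibitors lower the luminescence because luciferase stays unfolded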
KLF5 inhibitor – KLF5 expression inhibitors, primary screen, DLD-1 cells, luminescence; DLD-1 KLF5 promoter-luciferase reporter; inhibition, % at 5 µM; 290,000 tested, 0.23% active;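 active = inhibition above a per-plate limit of that plate's mean compound inhibition plus 3 SD, cut at about 60% in these data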;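 note: 0% = DMSO wells and 100% = LY294002 at 200 µM; higher means less KLF5 promoter-driven luciferase light; inactives centre near -14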
HIF activator – HIF pathway transcriptional activators, primary screen, cell-based, U2OS HRE-luciferase, luminescence. U2OS HRE-luciferase reporter; normalized: DMSO 0%, desferrioxamine 100%. activation, % at 7.5 µM (by protocol). 300,000 tested, 0.32% active;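 active = mean activation of at least 10% of the iron chelator positive control signal, with at least half of replicates also reaching 10%; inconclusive = mean and replicate majority disagree about reaching 10%; inactive = mean and most replicates under 10%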
Platelet DG rel – inhibitors of platelet dense granule secretion, primary screen, cell-based, MLPCN, human platelets; AID 1663, 2009; inhibition, %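 (compounds screened at 7.5 µM in platelet-rich plasma)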; human platelet-rich plasma, SFLLRN dense granule ATP release, luminescence; 300,000 tested, 0.22% active;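 active = mean replicate score, as percent of positive control, at or above 50; inconclusive = mean below 50 but at least one replicate at or above 50; inactive = mean and every replicate below 50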
aSyn UTR inh – MLPCN primary screen, SNCA 5' untranslated region | alpha-synuclein 5'UTR reporter, inhibitor activity | inhibition, % (tested at 7.5 µM) | 300,000 tested, 0.82% active; in the data active = inhibition above about 60%; inconclusive = no clear call, values can overlap the other calls;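 note: H4 neuroglioblastoma cells stably carrying SNCA 5'UTR luciferase fusion; 0% = DMSO wells and 100% = positive control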
AI-2 QS modul – Vibrio harveyi AI-2 quorum sensing modulators, primary screen, JMH597 strain, luminescence/OD600 ratio; Vibrio harveyi JMH597 AI-2 luminescence/OD600 ratio, 9 h; active compounds read low; strain lacks LuxN and CqsS sensors; 0 = neutral-control median; activity change, % at 7.5 µM; 300,000 tested, 0.4% active; in the data active = activity change below about -75%, passing the limit was not always enough; inconclusive = no clear call, values can overlap the other calls;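 note: luminescence divided by OD600 gain over 9 h not by final OD600 alone; inactives centre near 13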
IEC-6 cytotox – cytotoxicity in IEC-6 intestinal epithelial cells, primary screen, cytotoxicity control for KLF5 inhibitor project, cell-based, luminescence. IEC-6 cytotoxicity, luminescence viability. inhibition, % at 5 µM. 290,000 tested, 0.78% active. AID 1825, 2009; in the data active = inhibition above about 22%;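 note: 0% = plate median of test compound wells and 100% = cytotoxic reference compound wells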
An asterisk follows results filed as active; ? = inconclusive; nt = not tested or not shown; & = joins results of further samples.

Screens in order: HSF-1 act, SKKanGAS inh, HSF1 inh, HSP90 refold inh, KLF5 inhibitor, HIF activator, Platelet DG rel, aSyn UTR inh, AI-2 QS modul, IEC-6 cytotox
1: CCCN1C(=O)/C(=C2\SC(N3CCCCC3)=NC2=O)c2ccccc21
  20, 19, 1, 5, -66, 5.8, 10, -159, 29, -2
2: O=C(CCNC(=O)c1ccc(Br)cc1)NCc1ccccc1F
  11, -1, 4, nt, nt, 0.1, -2, 7, nt, nt
3: CC(=O)c1cccc(NC(=O)CCNS(=O)(=O)c2cccc3nsnc23)c1
  9, -3, -1, -3, -8, 0.5, 2, -7, 17, -2
4: C#CCOCCOCCOCCNc1nc(N2CCN(C(=O)Cn3cc(CC(C)O)nn3)CC2)nc(N2CCN(C(=O)[C@H](CCCCN)n3cc(CCC(=O)O)nn3)CC2)n1 (stereo not given in full)
  4, 4, -5, 1, -24, 0.7, -2, 2, 0, 2
5: COc1ccc(C(NC(=O)CNC(C)=O)C(=O)Nc2ccc3c(c2)OCCO3)cc1 (stereo not given)
  -13, -5, -18, 2, -26, 0.1, 2, -4, 14, 1
6: Oc1ccccc1N=Cc1c(O)ccc2oc3c(c12)CCCC3
  6, 85*, 7, 5, -15, -1.2, 3, 2, 22, 3
7: CCS(=O)(=O)c1ccc(C(=O)NC)c(Cl)c1Cl
  0, 1, -3, -5, -54, 0.3, -2, -13, 8, -4
8: COc1ccc(N2C(=O)CC(NCC#N)C2=O)cc1 (stereo not given)
  -9, 9, -4, -2, -44, -1.2, -3, -10, 22, 2
9: Cc1cccc(N2CCN(c3cc(C)nc4nnnn34)CC2C)c1 (stereo not given)
  1, -9, -7, -3, -11, -0.5, -5, -18, 19, -11
10: Cc1ccc(C(=O)N2CCC3(CC2)Oc2ccc(Cl)cc2C(=O)C32CC(c3ccccc3)=NO2)s1 (stereo not given)
  -15, 13, -2, nt, nt, 2.1, 3, 1, 10, nt
11: CN(CC(=O)Nc1cccc(F)c1)C(=O)c1ccc(NC2CC2)c([N+](=O)[O-])c1
  -8, -10, 4, nt, nt, -0.4, 7, 17, 11, nt
12: CCOC(=O)CN1C(=N)N(c2nc(NC(C)C)nc(NC(C)C)n2)CC1=O
  48, -6, 18, 0, -36, 11*, -6, -3, 13, 3
13: O=C1CC(N2CCC(c3nc4ccccc4o3)CC2)C(=O)N1c1cc(Cl)cc(Cl)c1 (stereo not given)
  4, 14, 2, 2, 4, -0.3, -1, 20, 16, -3
14: Cc1ccc(S(=O)(=O)N2CCC(=O)N(C(COCc3ccc(Cl)cc3)C(C)C)CC2)cc1 (stereo not given)
  12, 15, -2, 4, -23, -2.5, -10, 34, 0, 3
15: CCC(C)c1ccc(NC(=S)N2CCCC2)cc1 (stereo not given)
  nt, nt, nt, 4, -115, nt, nt, nt, -4, 1
16: C=C(C)C1CC=C(C)/C(=N/NC(=S)Nc2ccccc2)C1 (stereo not given)
  8, 0, -3, 3, -14, 0.5, 0, -51, -4, 3
17: COC(=O)Oc1ccc(/C=N/NS(=O)(=O)c2ccccc2)cc1OC
  1, 1, -7, 1, -15, -0.6, 5, -5, 29, 4
18: CCCCC1=CC2=C(c3ccco3)C(=O)C(C)(OC(=O)c3ccc(OC)cc3)C(=O)C2=CN1CCCOC(C)C (stereo not given)
  1, 4, 8, nt, nt, 0.2, 1, -21, 2, nt
19: NNC1=N[C@H]2CS(=O)(=O)C[C@H]2S1
  20, -5, 2, -1, -11, -0.3, 12, 0, 6, -2
20: Cc1ccc(S(=O)(=O)Nc2ccc3c4c(cccc24)CC3)c(C)c1
  4, 44, -3, -2, 4, 1.4, -14, 10, -3, 26*
21: Cc1csc(SC(C)C(=O)NCC(=O)Nc2ccc(F)c(F)c2F)n1 (stereo not given)
  -17, -1, 0, -4, -28, -0.7, 10, -23, 7, -7
22: CN(C)CCN1C(=O)C(=O)/C(=C(/O)c2ccc(S(=O)(=O)N3CCOCC3)cc2)C1c1ccc(F)cc1 (stereo not given)
  -11, 6, 1, 0, -16, 0.2, 1, 21, 7, 4
23: CCOc1ccc2c(c1)N(C(=O)CN1C(=O)CCC1=O)C(C)(C)C=C2C
  -8, 1, 0, -2, -17, 0.6, -6, -1, 0, 2
24: Cc1nn(-c2ccccc2)c(N)c1N=Nc1ccc2ccccc2c1
  78*, 29, 41, -1, -135, 1.9, -5, -242, -3, -2
25: C=CCC(NCc1ccco1)c1ccc(OC)cc1OC (stereo not given)
  -6, 0, 0, -1, -20, 0.2, -2, -5, 14, 0
26: CCN(CC)C(=O)COc1ccc(N(C)S(=O)(=O)c2ccc(NC(C)=O)cc2)cc1
  -14, 4, -1, -1, -11, -1.6, -1, -6, 26, 4
27: COc1ccc(CC(=O)Nc2cccc(/C(C)=N/NC(=O)C3(C)CC3(Br)Br)c2)cc1 (stereo not given)
  6, 7, -3, 3, -6, -0.3, -1, 16, 11, 1
28: COc1ccc(CCNc2nc(-c3sc(N)nc3C)cs2)cc1OC
  -7, 16, -5, 29*, -22, -1.6, 8, 10, 39, -2
29: Clc1cccc(Cl)c1COn1nnc2ccccc21
  ?, 3, 29, -3, -69, 1.3, -1, -149, 15, -2
30: Cc1ccc2oc(=O)c3cc(C(=O)Nc4cc(-c5cccc(F)c5)no4)sc3c2c1
  4, -2, 6, -5, 21, -0.5, 0, 3, 11, -2

Laid out differently: entries from further up.
No.	Compound	HSF-1 act	SKKanGAS inh	HSF1 inh	HSP90 refold inh	KLF5 inhibitor	HIF activator	Platelet DG rel	aSyn UTR inh	AI-2 QS modul	IEC-6 cytotox
17	COC(=O)Oc1ccc(/C=N/NS(=O)(=O)c2ccccc2)cc1OC	1	1	-7	1	-15	-0.6	5	-5	29	4
18	CCCCC1=CC2=C(c3ccco3)C(=O)C(C)(OC(=O)c3ccc(OC)cc3)C(=O)C2=CN1CCCOC(C)C (stereo not given)	1	4	8	nt	nt	0.2	1	-21	2	nt
19	NNC1=N[C@H]2CS(=O)(=O)C[C@H]2S1	20	-5	2	-1	-11	-0.3	12	0	6	-2
20	Cc1ccc(S(=O)(=O)Nc2ccc3c4c(cccc24)CC3)c(C)c1	4	44	-3	-2	4	1.4	-14	10	-3	26*
21	Cc1csc(SC(C)C(=O)NCC(=O)Nc2ccc(F)c(F)c2F)n1 (stereo not given)	-17	-1	0	-4	-28	-0.7	10	-23	7	-7
22	CN(C)CCN1C(=O)C(=O)/C(=C(/O)c2ccc(S(=O)(=O)N3CCOCC3)cc2)C1c1ccc(F)cc1 (stereo not given)	-11	6	1	0	-16	0.2	1	21	7	4
23	CCOc1ccc2c(c1)N(C(=O)CN1C(=O)CCC1=O)C(C)(C)C=C2C	-8	1	0	-2	-17	0.6	-6	-1	0	2
24	Cc1nn(-c2ccccc2)c(N)c1N=Nc1ccc2ccccc2c1	78*	29	41	-1	-135	1.9	-5	-242	-3	-2
25	C=CCC(NCc1ccco1)c1ccc(OC)cc1OC (stereo not given)	-6	0	0	-1	-20	0.2	-2	-5	14	0
26	CCN(CC)C(=O)COc1ccc(N(C)S(=O)(=O)c2ccc(NC(C)=O)cc2)cc1	-14	4	-1	-1	-11	-1.6	-1	-6	26	4
27	COc1ccc(CC(=O)Nc2cccc(/C(C)=N/NC(=O)C3(C)CC3(Br)Br)c2)cc1 (stereo not given)	6	7	-3	3	-6	-0.3	-1	16	11	1
28	COc1ccc(CCNc2nc(-c3sc(N)nc3C)cs2)cc1OC	-7	16	-5	29*	-22	-1.6	8	10	39	-2

(further entries)
Screens in order: HSF-1 act, SKKanGAS inh, HSF1 inh, HSP90 refold inh, KLF5 inhibitor, HIF activator, Platelet DG rel, aSyn UTR inh, AI-2 QS modul, IEC-6 cytotox
31: CCc1ccccc1NC(=O)c1cc(-c2ccc(F)cc2)on1
  37, -25, 12, -4, -21, 0.4, -6, -39, 7, -1
32: O=C(Nc1sc2c(c1C(=O)O)CCCCC2)c1cccnc1
  16, 5, 7, -5, -22, 1.5, -6, -31, 19, 1
33: COc1ccccc1NS(=O)(=O)c1cc(C(=O)NCCN2CCOCC2)ccc1Cl
  nt, -17, nt, -3, -13, 0.0, -2, 16, 17, 1
34: C[C@H](NC(=O)C1(c2ccccc2)CCN(C(=O)[C@H]2CSCN2C(=O)OC(C)(C)C)CC1)C(=O)O
  -1, -3, -3, 1, 12, 0.1, -9, -6, -1&12, -1
35: CC(=O)Nc1ccc(OCC(O)CN2CCN(c3ccc(Cl)cc3)CC2)cc1 (stereo not given)
  -1, -1, -1, 2, -26, -15, 1, 14, 12, -1
36: Cn1cccc1/C=N/NC(=O)c1ccc(OC(F)(F)C(F)F)cc1
  23, -1, -1, -1, 9, 2.5, -15, -12, 5, 3
37: Cc1nnc(NC(=O)c2ccc(-c3ccc([N+](=O)[O-])cc3)o2)s1
  11, 7, -2, 6, -6, -0.4, 3, 37, 19, 12
38: O=C(Oc1ccc2ccccc2c1Br)N1CCCCCC1
  -39, 28, -35, 22*, -98, -0.3, 4, 26, 14, -2
39: CCOc1ccc(-c2nonc2NC(=O)c2ccco2)cc1
  -3, 0, -5, 1, -16, -0.6, -6, -3, 29, 4
40: CCOC(=O)c1ccccc1NC(=O)c1c(N)n(C)c(=O)[nH]c1=O
  -8, 0, 0, nt, nt, -0.6, 10, 10, 19, nt
41: COc1ccc(CNC(=O)CN(Cc2ccco2)C(=O)CNS(=O)(=O)c2ccccc2)cc1
  -4, 25, -2, -5, -2, -0.2, 3, -12, 19, -3
42: Cc1ccc(NS(=O)(=O)c2ccc(C)c(NC(=O)COc3ccc4ccccc4c3)c2)c(C)c1
  6, 30, 1, 4, 10, -0.6, -3, 17, 17, -2
43: Cc1csc(NC(=O)CSc2nnc(-c3cccs3)n2C)n1
  24, 4, 2, 1, -14, -0.2, 0, -5, 23, -4
44: Cc1cc(C(=O)Nc2ccccc2C)n(-c2ccccc2)n1
  7, 2, 6, -3, -4, -0.8, -5, 1, 5, -3

Screening results from PubChem.
